# TRHR ag – qHTS for Small Molecule Agonists and Allosteric Enhancers of Human TRH Receptor: Primary Screen for Agonists; Thyrotropin-releasing hormone receptor (Homo sapiens), P34981; TRHR cells, calcium flux fluo-8, FDSS agonist mode; activation, % at 2 µM; 360,000 tested, 0.18% active; AID 493084, 2011; in the data active = activation above about 30%; also: 0% is about no effect
#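 TRHR-expressing cells, plated overnight in medium with 10% serum, were loaded with fluo-8 calcium dye at room temperature. After a 10 s baseline, library compound was pin-added and calcium release was recorded kinetically (ex 480/em 530) as agonist response.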
# TrxR1 substrate – qHTS Assay for Substrates of Mammalian Selenoprotein Thioredoxin Reductase 1 (TrxR1): qHTS. Thioredoxin reductase 1, cytoplasmic (Rattus norvegicus), O89049. Potency, µM (highest dose often 114 µM), for inactives: top-dose activity change, negative = substrate turnover. 390,000 tested, 0.01% active. purified TrxR1 substrate turnover, NADPH consumption readout; also: potency is read from the fitted curve at half-maximal effect; % is scaled to controls: 0 for no effect and ±100 for the full control effect; nearly all actives have a fitted effect of over 50% in size
#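 Rat TrxR1, dispensed at 90 nM, was prereduced with 400 uM NADPH (final) for 5 min at ~22 deg C, then incubated with compound 15 min before 400 uM selenite. A first-read NADPH fluorescence drop versus no-compound background flagged substrates.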
# D2 ag – HTS Assay for Allosteric Agonists of the Human D2 Dopamine Receptor: Primary Screen for Agonists | D(2) dopamine receptor (Homo sapiens), P14416 | HEK293 T-REx D2 cells, calcium flux agonist mode | activation, % at 2 µM | 340,000 tested, 0.53% active;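 active = activation over 3 SD above normal in the single-dose calcium agonist read, cut at about 30% in these data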; also: 0% is about no effect
#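 Tetracycline-induced HEK293 T-REx cells with force-coupled D2 receptor, plated overnight at 30 C, loaded with no-wash calcium dye. After a 10 s baseline, compound was pin-added and calcium flux read kinetically for 180 s; calcium rises flagged agonists.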
# USP1-UAF1 inh – Inhibitors of USP1/UAF1: Primary Screen; 390,000 tested, 0.23% active; recombinant USP1/UAF1, Ub-Rhodamine cleavage fluorescence; Potency, µM (titrated, usually from 57.1 µM), for the others: at the highest dose activity change, negative = inhibition, most hits filed as inhibitors; Ubiquitin carboxyl-terminal hydrolase 1 (Homo sapiens), O94782; also: potency is read from the fitted curve at half-maximal effect; % is scaled to controls: 0 for no effect and ±100 for the full control effect; nearly all actives have a fitted effect of over 60% in size; inactives centre near -12
# Target sequence (O94782 whole entry, looked up): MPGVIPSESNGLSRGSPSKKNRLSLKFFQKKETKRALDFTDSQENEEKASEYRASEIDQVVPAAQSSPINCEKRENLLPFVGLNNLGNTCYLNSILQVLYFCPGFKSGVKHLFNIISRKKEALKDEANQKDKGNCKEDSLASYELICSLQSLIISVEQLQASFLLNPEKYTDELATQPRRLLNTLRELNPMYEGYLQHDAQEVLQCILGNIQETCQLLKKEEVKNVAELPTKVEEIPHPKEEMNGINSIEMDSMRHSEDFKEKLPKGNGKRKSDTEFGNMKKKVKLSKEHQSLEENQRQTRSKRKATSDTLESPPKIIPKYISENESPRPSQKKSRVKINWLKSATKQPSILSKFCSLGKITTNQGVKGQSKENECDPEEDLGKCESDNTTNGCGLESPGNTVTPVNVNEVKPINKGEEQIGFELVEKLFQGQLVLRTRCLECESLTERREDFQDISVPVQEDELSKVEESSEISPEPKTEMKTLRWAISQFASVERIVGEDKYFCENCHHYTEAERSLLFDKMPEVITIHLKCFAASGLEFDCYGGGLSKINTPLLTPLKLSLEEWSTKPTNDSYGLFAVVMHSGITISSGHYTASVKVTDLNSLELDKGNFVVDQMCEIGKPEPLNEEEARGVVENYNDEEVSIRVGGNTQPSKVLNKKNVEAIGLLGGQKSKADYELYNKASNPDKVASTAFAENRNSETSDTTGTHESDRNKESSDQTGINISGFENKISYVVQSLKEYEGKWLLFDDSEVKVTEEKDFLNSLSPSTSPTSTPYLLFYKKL
#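 USP1/UAF1 complex (1 nM) preincubated 15 min at room temperature with compound, then Ub-Rho substrate (150 nM final) added. Kinetic fluorescence at 480/540 nm over 6 reads at 60 s intervals; 50 mM HEPES pH 7.8, 0.5 mM EDTA, 0.1 mg/ml BSA, 1 mM TCEP, 0.01% Tween-20.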
# Pin1 inhibitor – qHTS Assay to Find Inhibitors of Pin1; Peptidyl-prolyl cis-trans isomerase NIMA-interacting 1 (Homo sapiens), Q13526; Potency, µM (top dose mostly 115 µM), for the others: at the highest dose activity, negative = inhibition, hits mostly inhibitors; 390,000 tested, 0.009% active; Pin1 FP peptide displacement, HiFluor488, 10 min; active = well fitted inhibition curve with a large enough effect in the polarisation, with a control signal flat, not every such curve was filed as active; inconclusive = small, poorly fitted or top-dose-only effect, or effect the other way, or a change in a side signal; inactive = no such curve, though single readings can be large or run the other way; the % refers to the polarisation; also: potency is read from the fitted curve at half-maximal effect; % is scaled to controls: 0 for no effect and ±100 for the full control effect
# Target sequence (Q13526 whole entry, looked up): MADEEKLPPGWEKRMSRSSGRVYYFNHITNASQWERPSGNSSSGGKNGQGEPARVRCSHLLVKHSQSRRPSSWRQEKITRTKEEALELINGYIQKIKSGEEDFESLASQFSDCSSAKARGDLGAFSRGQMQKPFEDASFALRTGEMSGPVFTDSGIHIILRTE
# D2 antag – HTS Assay for Allosteric Antagonists of the Human D2 Dopamine Receptor: Primary Screen for Antagonists | D(2) dopamine receptor (Homo sapiens), P14416 | HEK293 TREx D2 cells, calcium flux, dopamine EC80 | inhibition, % at 10 µM | 340,000 tested, 2% active; in the data active = inhibition above about 30%; also: 0% is about no effect
#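 Antagonism is scored as inhibition of an EC80 dopamine-evoked calcium signal in a force-coupled, tetracycline-inducible HEK293 T-REx D2 line, with compound present 180 s before agonist.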
# TRHR PAM – qHTS for Small Molecule Agonists and Allosteric Enhancers of Human TRH Receptor: Primary Screen for Enhancers; TRHR cells, fluo-8 calcium fluorescence, EC20 TRH enhancement; enhancement, % at 2 µM; 360,000 tested, 0.66% active; in the data active = enhancement above about 30%; also: 0% is about no effect
#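 TRHR-expressing cells loaded with fluo-8 calcium dye were read kinetically (ex 480/em 530) during compound addition, then stimulated with an EC20 of TRH (10 nM final). Enhancement of the Gq-mediated intracellular calcium response was scored.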
# TrxR1 inh – qHTS Assay for Inhibitors of Mammalian Selenoprotein Thioredoxin Reductase 1 (TrxR1): qHTS | Thioredoxin reductase 1, cytoplasmic (Rattus norvegicus), O89049 | recombinant rTrxR1, NADPH fluorescence consumption, selenite substrate | Potency, µM (titrated, usually from 114 µM), for inactives: at the highest dose activity change, negative = inhibition, actives largely listed as inhibitors | 390,000 tested, 1% active | AID 588453, 2011; also: potency is read from the fitted curve at half-maximal effect; % is scaled to controls: 0 for no effect and ±100 for the full control effect; nearly all actives have a fitted effect of over 65% in size
#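 Rat TrxR1 (90 nM in the dispensed reagent) was pre-reduced with 400 uM NADPH for 5 min at room temperature, then incubated with compound for 15 min. After 400 uM selenite was added, NADPH fluorescence (Ex 340/Em 450 nm) was followed for 8 min.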
# mIDH1 inhibitor – qHTS for Inhibitors of mutant isocitrate dehydrogenase 1 (IDH1): qHTS. Potency, µM (highest dose often 76.6 µM), inactives show top-dose activity change, negative = inhibition, most hits filed as inhibitors. Isocitrate dehydrogenase [NADP] cytoplasmic (Homo sapiens), O75874. 390,000 tested, 0.093% active. AID 602179, 2012. IDH1-R132H enzyme, NADPH consumption, diaphorase/resazurin fluorescence; also: potency is read from the fitted curve at half-maximal effect; % is scaled to controls: 0 for no effect and ±100 for the full control effect; nearly all actives have a fitted effect of over 65% in size
#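 IDH1-R132H (0.5 ug/mL dispensed) in pH 7.5 Tris buffer was preincubated 30 min with compound, then given a substrate mix of 0.016 mM NADPH and 2 mM alpha-KG for 80 min at room temperature; remaining NADPH was read by diaphorase/resazurin fluorescence.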
# Numbers without * were called inactive; ? = inconclusive; . = not tested or not shown; [ ] = dose if it differs, or a comment. Unless noted, calls follow the shape of the dose curve; as a rule, active = well fitted inhibition curve with a large enough effect; inconclusive = small, poorly fitted or top-dose-only effect; inactive = no such curve, though single readings can be large or run the other way. This is a subset, so the mix of outcomes need not match the whole.
# Under each structure: TRHR ag	TrxR1 inh	Pin1 inhibitor	TRHR PAM	USP1-UAF1 inh	mIDH1 inhibitor	D2 ag	D2 antag	TrxR1 substrate
COc1ccc(CNC(=O)C(C)OC(=O)c2cccn2C)cc1 (centres undefined)
    -0.3	36%[activator][57.1 µM]	-6%	0	-6%	8%	0.1	-11	12%[57.1 µM]
Cc1ccc(N(CCCCN2C(=O)c3ccccc3C2=O)C(=O)c2ccc(Cl)s2)cc1
    0.4	7%	6%	-1	2%	-3%	-0.7	-2	-2%
CC(NC(=O)c1ccccc1C(=O)O)c1ccc(-n2ccnc2)cc1 (centres undefined)
    0.6	40%[2.29 µM]	?	7	-14%	7%	1.2	-4	1%
CCCCn1c(N)c(N(CCOC)C(=O)CSc2ccc([N+](=O)[O-])cc2)c(=O)[nH]c1=O
    0.1	-23%	-8%	5	-9%	-14%	-0.1	-1	-19%
C[n+]1c2n(c3ccccc31)N=C(c1ccc(Cl)cc1)CS2
    -0.4	0%	2%	4	-21%	8%	1.1	4	-9%
O=C(O)C1CC=CCC1C(=O)NCc1ccc(Cl)c(Cl)c1 (centres undefined)
    .	22%[57.1 µM]	-1%	.	-6%	4%	.	.	7%[57.1 µM]
O=C1CCCC(O)=C1C1C2=C(CCCC2=O)OC2=C1C(=O)CCC2
    -0.5	35%[57.1 µM]	-1%	4	-4%	5%	-1.6	-1	9%[57.1 µM]
CCn1c2ccccc2c2nnc(SCc3ccccc3)nc21
    0.7	13%	19%	1	-24%	4%	3.6	11	6%
O=C(Cn1cnc2c(oc3ccccc32)c1=O)N1CCCC1
    -1.0	19%[57.1 µM]	-11%	-1	-2%	-1%	1.1	-14	6%[57.1 µM]
O=C(CSc1nc2ccc(S(=O)(=O)N3CCOCC3)cc2[nH]1)N1CCOCC1
    1.0	-6%	5%	-6	-12%	4%	.	.	-2%
CC(=O)NCCOc1cccc2ccccc12
    -1.8	0%	5%	3	-4%	5%	0.1	-1	3%
CC(C)COc1ccc(C(=O)Nc2cc(S(=O)(=O)N3CCOCC3)ccc2N2CCCC2)cc1
    0.5	3%	29%	-5	-14%	-21%	-0.9	-9	-6%
CC1=NN(C(=O)c2ccoc2C)C(O)(C(F)(F)F)C1 (centres undefined)
    0.5	38%[activator][57.1 µM]	-10%	-1	-8%	9%	-0.3	-18	12%[57.1 µM]
O=C(COc1ccc(S(=O)(=O)N2CCCC2)cc1Cl)NCc1cccnc1
    -0.2	-2%	-2%	-3	-1%	-1%	0.5	-3	-2%
COc1ccccc1CNC(=O)COC(=O)c1cc(S(=O)(=O)N2CCOCC2)ccc1Cl
    -0.2	8%	-28%	2	-17%	11%	-0.4	13	-5%
Cc1c(Cl)cccc1NC(=O)CN1C(=O)COc2ccc(S(=O)(=O)Nc3ccccc3)cc21
    0.6	5%	9%	-24	-25%	-10%	0.3	.	-8%
COc1ccc(-c2nc(C(N)=O)c3[nH]c(=O)n(-c4ccccc4OC)c3n2)c(OC)c1
    -0.4	4%	26%	-5	-1%	-1%	-0.2	10	-2%
CCN(CC(=O)Nc1ccc(C(=O)OC)cc1)C1CCCCC1
    1.1	32%	-2%	2	-24%	4%	.	.	12%
O=C1CC(c2cccc(Br)c2)c2cc3c(cc2N1)CCC3 (centres undefined)
    -1.0	7%	24%	-2	-23%	2%	-2.3	1	7%
C(=C\c1ccccc1)/C=N/Nc1ccc2nncn2n1
    0.7	2%	1%	2	-23%	-3%	-0.6	3	-8%
O=C(COc1cccc2cccnc12)N/N=C/c1ccccc1O
    -0.7	5%	35%[activator]	6	-9%	4%	-1.8	-12	-5%
COc1ccc(CCc2nnc(CCC(=O)NCCc3ncccc3C)o2)cc1
    -0.4	-2%	-4%	3	0%	18%	-0.6	19	0%
CC(=O)Nc1ccc(Sc2ncccc2C(=O)Nc2ccc(F)cc2)cn1
    28	20%	3%	4	-7%	1%	33*	2	6%
N/C(=N\O)c1ccc(NC(=O)c2cccs2)cc1
    -0.3	11%	-2%	-8	-17%	-3%	0.2	-10	2%
Cc1ccccc1C(=O)Nc1c(C(=O)N2CCCC2)cnn1-c1ccccc1
    0.3	16%	-7%	16	?	10%	-1.3	-9	10%
COc1ccc(CN2CCNC(=O)C2CC(=O)NC2CCCCC2)c(OC)c1 (centres undefined)
    -0.2	-3%	0%	1	-5%	3%	0.3	8	13%
O=C(c1ccc(NS(=O)(=O)c2ccccc2)cc1)N1CCCC1
    0.4	-2%	-3%	1	-15%	-3%	0.5	3	-5%
COc1ccc(Cl)cc1NC(=O)C(C)Sc1nc2c(c(=O)[nH]1)CCCC2 (centres undefined)
    0.8	19%	1%	0	-23%	.	0.8	.	-2%
Cc1ccc2c(-c3csc(N)n3)c[nH]c2c1
    0.2	.	.	0	.	.	-0.5	4	.
Cc1c(/C=N/Nc2ccc(F)cc2)c(O)n(C)c(=O)c1C#N
    1.7	?	29%	8	-20%	10%	0.2	9	-19%
O=C(COC(=O)CC1CCCC1)Nc1ccc(Cl)cc1
    0.3	5%[57.1 µM]	0%	3	-18%	2%	0.6	12	-1%[57.1 µM]
Cc1ccc2[nH]c3c(=O)n(CC(=O)NCCCN(C)Cc4ccccc4)ncc3c2c1
    1.0	23%	-1%	0	-13%	-5%	0.6	-8	17%
COCCNC(=O)CN(C(=O)CCC(=O)Nc1ccccn1)c1ccc(C)c(C)c1
    -0.7	5%	-6%	-8	-20%	3%	-0.7	5	2%
Cc1ccc(S(=O)(=O)N(C)C)cc1NC(=S)NC(C)CCCC(C)C (centres undefined)
    0.1	-19%	2%	-1	-14%	2%	0.4	75*	-14%
Cc1ccc(-c2nnc(SCC(=O)Nc3nccs3)n2N)cc1
    -0.8	-4%	4%	-1	-16%	8%	-0.3	-28	-4%
Cc1ccc(S(=O)(=O)N2CCCCC2)cc1NC(=O)COc1ccccc1
    .	23%	-2%	.	-14%	-2%	.	.	8%
CN(C(=O)COC(=O)c1ccccc1NCc1ccco1)c1c(N)n(Cc2ccccc2)c(=O)[nH]c1=O
    0.2	28%	?	2	-18%	0%	0.0	14	172%[activator]
CN1C(=O)c2cccc3c(S(=O)(=O)Nc4ccc(O)c(C(=O)O)c4)ccc1c23
    -0.1	6%[57.1 µM]	1%	0	-2%	25%	0.1	5	5%[57.1 µM]
Cc1cc(C)c2[nH]c3nc(SCC(=O)O)nnc3c2c1
    0.1	-20%	12%	-6	-10%	16%	.	.	-11%
Nn1c(COc2cccc(Br)c2)nnc1SCC(=O)NCC1CCCO1 (centres undefined)
    0.8	30%	5%	-5	-4%	-12%	0.1	-6	3%
O=C(Nc1ccc(N2CCCCCC2)cc1)c1cccc(S(=O)(=O)N2CCOCC2)c1
    -0.3	0%	-2%	6	-20%	9%	0.1	1	-5%
O=C(N/N=C/c1ccc(-c2ccc(Br)cc2)o1)c1ccc2c(c1)OCO2
    0.2	20%[57.1 µM]	?	-5	-12%	16%	3.0	-10	10%
CCCCCCn1c(COc2ccccc2F)nnc1SCC(=O)NC1CCS(=O)(=O)C1 (centres undefined)
    .	-9%	-3%	.	-16%	4%	.	.	-9%
O=C(Nc1cccc(-c2nnc(-c3ccco3)o2)c1)c1ccccc1
    0.5	1%[57.1 µM]	1%	-1	-5%	1%	-0.5	7	1%[57.1 µM]
O=c1/c(=C/c2ccco2)sc2nc(-c3ccccc3Br)nn12
    -2.5	?	-1%	3	-22%	-5%	-1.1	11	5%
Cc1ccc(NC(=O)C(=O)NCCCN2CCCC2=O)c(C)c1
    -0.4	2%	-4%	1	0%	1%	0.5	9	-1%
CCOC(=O)c1ccccc1NC(=O)C1CC(=O)N(C2CCCCC2)C1 (centres undefined)
    1.7	-3%	11%	14	-24%	-9%	0.5	41*	1%
CC(C)(C)c1nc(SCC(=O)c2ccccc2)c2ccccc2n1
    -0.6	7%[57.1 µM]	36%[activator]	1	-10%	2%	0.4	0	1%[57.1 µM]

# A run of entries from further up, for reference:
# Under each structure: TRHR ag	TrxR1 inh	Pin1 inhibitor	TRHR PAM	USP1-UAF1 inh	mIDH1 inhibitor	D2 ag	D2 antag	TrxR1 substrate
COc1ccc(CNC(=O)C(C)OC(=O)c2cccn2C)cc1 (centres undefined)
    -0.3	36%[activator][57.1 µM]	-6%	0	-6%	8%	0.1	-11	12%[57.1 µM]
Cc1ccc(N(CCCCN2C(=O)c3ccccc3C2=O)C(=O)c2ccc(Cl)s2)cc1
    0.4	7%	6%	-1	2%	-3%	-0.7	-2	-2%
CC(NC(=O)c1ccccc1C(=O)O)c1ccc(-n2ccnc2)cc1 (centres undefined)
    0.6	40%[2.29 µM]	?	7	-14%	7%	1.2	-4	1%
